MgcRacGAP inhibition – MgcRacGAP GTPase-activating activity inhibitors, confirmation, biochemical, ADP Hunter fluorescence; AID 624330; one-dose inhibition, % at 30 µM; IC50 in µM for titrated hits; 340,000 compounds, 0.6% hits; MgcRacGAP-stimulated Rac1 GTP hydrolysis, ADP Hunter fluorescence; higher % means a stronger effect; GST-tagged Rac1 F28L mutant substrate;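 active = first-screen hits whose inhibition reached a set limit at any dose in the follow-up dose series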;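 note: fluorescence reports GDP produced by GAP-driven GTP hydrolysis; strong numbers were not always called active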
Dengue-2 NS5 capping – flavivirus cap methylation enzyme inhibition – biochemical, confirmation dose response, primary screen (AID 588689) | Dengue-2 NS5 methyltransferase capping enzyme assay, biochemical; higher % means a stronger effect | one-dose inhibition, % at 25 µM; IC50 in µM for titrated hits | 340,000 compounds, 0.3% hits; in the data active = a potency from the dose series
Dengue-2 NS5 capping pilot replicate – second read-out of Dengue-2 NS5 capping, no call of its own (marks repeat the call); inhibition, %; measured here: pilot screen replicate inhibition
Starred values were filed as active, the others as inactive. These rows are one share of the data, so the mix of outcomes need not match the whole.

SMILES	MgcRacGAP inhibition	Dengue-2 NS5 capping	others
COc1ccc(-c2oc3cc(O)c(OC)c(O)c3c(=O)c2OC)cc1O	26%	-7%
COc1ccccc1NS(=O)(=O)c1cccc(C(=O)N2CCCCCC2)c1	8%	9%
O=C(CCN=C1NS(=O)(=O)c2ccccc21)OCc1c(F)c(F)c(F)c(F)c1F	3%	-4%
C[C@@H]1CN([C@H](C)CO)C(=O)CCCn2nncc2CO[C@H]1CN(C)C(=O)c1ccccc1	8%	-3%
CCOC(=O)/C=C1/SCC(=O)N1Cc1ccc(Br)cc1	7%	2%
O=C1C=CC(=O)c2c(O)c(N3CCN(CCOCCO)CC3)c(Br)c(O)c21	35µM*	5.1µM*
CN(C(=O)c1cccc(NC(=O)Cc2ccc(NC(=O)C3CCN(C(=O)c4ccccc4)CC3)cc2)c1)C1CC1	2%	-6%	Dengue-2 NS5 capping pilot replicate=-0.6
Cc1cc(C(=O)NNC(=O)C(C)(C)Oc2ccc(Cl)cc2)c(C)o1	4%	-3%
C[C@H](NC(=O)c1ccc(C(C)(C)C)cc1)C(=O)N1CCOCC1	5%	3%
Cc1cc(=O)oc2cc(OCC(=O)Nc3cccnc3)ccc12	4%	7%
C=CC[C@@H](CC(=O)N[C@@H](CO)Cc1ccccc1)C(=O)N[C@H](COC(=O)[C@@H](CC=C)Cc1ccc(F)cc1)Cc1c[nH]c2ccccc12	8%	1%
COc1ccc(NC(=O)C2=CC=CN3CCS(=O)(=O)N=C23)c(OC)c1	3%	-2%
O=C(CCNS(=O)(=O)c1ccccc1)OCc1ccc([N+](=O)[O-])cc1	3%	0%
O=C1OCCN1C(=O)[C@H]1[C@H](c2ccccc2)C(c2ccccc2)=NN1c1ccc(Br)cc1	8%	4%	Dengue-2 NS5 capping pilot replicate=2.4
CCCCN(C(=O)c1ccncc1)c1c(N)n(CCC)c(=O)[nH]c1=O	-2%	-1%
COc1cc2cnc(C3=CCCCC3)cc2cc1OC	5%	-4%
Cc1ccc(S(=O)(=O)c2ccsc2NC(=O)c2ccccc2)cc1	3%	5%
COc1ccc(NS(=O)(=O)c2cc(NC(=O)CCc3ccccc3)ccc2N2CCOCC2)cc1	5%	1%
COc1cc(OC)c2c(-c3ccccc3)cc(C3CCCCC3)nc2c1	-6%	2%	Dengue-2 NS5 capping pilot replicate=2.1
CCCCCC(=O)N1C[C@H](O)[C@@H](n2cc(-c3ccc(F)cc3)nn2)C[C@@H]1c1ccc(OC)cc1	13%	-1%
COC(=O)c1cc2c([nH]c1=O)CCCC2=O	7%	9%	Dengue-2 NS5 capping pilot replicate=-2.4
C[C@H](CO)N1C[C@H](C)[C@@H](CN(C)S(=O)(=O)c2ccc(F)cc2)Oc2c(NC(=O)Cc3ccccc3)cccc2C1=O	10%	-5%	Dengue-2 NS5 capping pilot replicate=-5.8
Cc1nn(CC(C)C)c(Cl)c1C(=O)NCC(C)(C)N1CCOCC1	13%	-8%
O=C(/C=C/c1ccco1)N1CCN(S(=O)(=O)c2ccccc2)CC1	9%	-4%
O=C(NNc1ccccc1)c1ccc(Cl)c(Cl)c1	-2%	-15%

The list goes on; the last 3 above are carried over.
SMILES	MgcRacGAP inhibition	Dengue-2 NS5 capping	others
Cc1nn(CC(C)C)c(Cl)c1C(=O)NCC(C)(C)N1CCOCC1	13%	-8%
O=C(/C=C/c1ccco1)N1CCN(S(=O)(=O)c2ccccc2)CC1	9%	-4%
O=C(NNc1ccccc1)c1ccc(Cl)c(Cl)c1	-2%	-15%
COc1ccc(N=Nc2c(N)nn(C)c2N)cc1	-4%	2%
O=C(NC1CCC1)C1CCC(=O)N(Cc2ccc(Cl)cc2)C1 (stereo not drawn)	19%	4%
CCN(c1ccccc1)S(=O)(=O)c1ccc(OC)c(NC(=O)c2ccccc2OC)c1	-2%	6%
CC1CCCC=CC2CC(OC(=O)CN(C)C)CC2C(O)C=CC(=O)O1 (stereo not drawn)	3%	-4%
N#Cc1ccc(OCC(=O)NNC(=S)NC2CCCCC2)cc1	-1%	-12%
O=[N+]([O-])c1ccc(NN=Cc2ccco2)nc1	8%	-5%
Cc1cc(=O)oc2cc(OCC(=O)OC(C)C(=O)Nc3ccc(S(N)(=O)=O)cc3)ccc12 (stereo not drawn)	-2%	-8%
C[C@H](CO)N1C[C@H](C)[C@@H](CN(C)Cc2ccncc2)Oc2c(NC(=O)c3ccncc3)cccc2C1=O	5%	2%
Cn1nc(C#N)c(=O)[nH]c1=O	-3%	6%
COc1cc(/C=C/CNC[C@H]2O[C@@H](n3cnc(C(N)=O)n3)[C@H](O)[C@@H]2O)ccc1O	10%	7%	Dengue-2 NS5 capping pilot replicate=-4.0
COc1ccc(C2C(=O)NN=C2C)cc1 (stereo not drawn)	22%	12%
O=C(C=Cc1ccco1)c1ccc([N+](=O)[O-])cc1	8%	11%
Cn1cccc1C(=O)OCC(=O)NCc1cccs1	8%	-1%
Cc1ccc(C)c(OCC(=O)N(Cc2ccccc2)c2c(N)n(Cc3ccccc3)c(=O)[nH]c2=O)c1	8%	-10%
CCOC(=O)C1CCCN(CC(=O)N(C)c2c(N)n(Cc3ccccc3)c(=O)[nH]c2=O)C1 (stereo not drawn)	-1%	2%
CC(C)CN1C(=O)C(=O)N(CC(=O)NCCCc2ccccc2)C1=O	7%	4%
COc1cccc(NC(=S)N2CCC(C(=O)c3ccc(F)cc3)CC2)c1	10%	-5%
Cc1cc(C)cc(N2C(=O)C=CC2=O)c1	1%	-25%
CCC(CCc1ccccn1)C(=O)c1ccccc1 (stereo not drawn)	-2%	3%
Clc1ccc(NN(Cc2ccncc2)c2ccc(Cl)cc2)cc1	9%	-1%
C[C@@H]1CCCCCCCCC(=O)OCCN(C(=O)OC(C)(C)C)[C@H](C)CCCCCCCCC(=O)OCCN(C(=O)OC(C)(C)C)[C@H](C)CCCCCCCCC(=O)OCCN(C(=O)OC(C)(C)C)[C@H](C)CCCCCCCCC(=O)OCCN1C(=O)OC(C)(C)C	6%	-4%
O=S(=O)(c1ccc(NC(=S)NN=Cc2ccccc2O)cc1)N1CCCCC1	8%	-21%
O=C(Cn1cc([N+](=O)[O-])ccc1=O)NCC(=O)Nc1ccc(F)c(F)c1F	4%	-2%
COc1ccc(S(=O)(=O)N2CCCCCC2)cc1NC(=O)CN1C(=O)CNC1=O	6%	0%
CCOC(=O)c1ccc(-c2ccc(-c3cc(=O)oc4cc(OC)c(OC)c(OC)c34)cc2)cc1	9%	2%	Dengue-2 NS5 capping pilot replicate=0.3

Next compounds
SMILES	MgcRacGAP inhibition	Dengue-2 NS5 capping	others
COc1ccc(/C=C/C(=O)OCC(=O)N2CCCC2)c(OC)c1	3%	-6%
O=C(COC(=O)COc1ccc(Cl)cc1Cl)NC1CC1	12%	1%
CC1CN(N=Cc2ccc([N+](=O)[O-])o2)C(=N)O1 (stereo not drawn)	1%	-4%
CC(=O)N(CC#CCN(C(C)=O)c1ccccc1)c1ccccc1	3%	2%
CON(C)S(=O)(=O)c1cccc(C(=O)N(CC(=O)Nc2ccccc2C(F)(F)F)Cc2ccco2)c1	4%	-1%
CC1CCCCC12NC(=O)N(CC(=O)N1CCN(S(=O)(=O)c3cccs3)CC1)C2=O (stereo not drawn)	9%	-1%
C/C(COc1ccccc1)=N\NC(=O)c1nnn(-c2nonc2N)c1CSc1ccc(C)cc1	11%	1%
O=C(COC(=O)/C=C/c1cccc(Br)c1)NCc1cccs1	1%	-4%
COc1ccc(C(C)=O)cc1CON=C1CSCc2ccccc21	15%	-15%
Cc1ccc2nc(NC(=O)COC(=O)c3cccnc3)sc2c1	6%	-10%
O=C(c1ccco1)N1CCN(C(=O)c2ccco2)C1=S	5%	4%
Cc1cc(C)c(C#N)c(SCC(=O)N(CC(C)C)C2CCS(=O)(=O)C2)n1 (stereo not drawn)	0%	0%
CCCCn1c(N)c(N(CCOC)C(=O)CCCn2c(=O)oc3ccccc32)c(=O)[nH]c1=O	4%	-1%
CCOC(=O)c1cc(C)nnc1C(=O)OCC	3%	6%
Nc1ccc2nc(N)sc2c1	9.6µM*	-6%
COC(=O)[C@]12C(=O)NC[C@H](CN1c1ccc(Cl)c(C)c1)N2C	3%	-2%
COc1cccc(C#Cc2cnc3c(c2)C(=O)N([C@@H](C)CO)C[C@H](C)[C@H](CN(C)C(=O)C2CCC2)O3)c1	5%	0%
Cc1cccc(C)c1-c1ccc(CN2C(CC(C)C)C(=O)N(Cc3cn(CCO)nn3)CCS2(=O)=O)cc1 (stereo not drawn)	8%	-5%
Cc1ccc(OCc2cc(C(=O)N3CCCC(C)C3)no2)cn1 (stereo not drawn)	7%	4%
CCCc1cc(C(=O)Nc2cccc(-c3nn[nH]n3)c2)sc1C	8%	1%
COc1ccccc1N(CC(=O)NC1CCCCC1C)S(=O)(=O)c1cccs1 (stereo not drawn)	-5%	-2%
CCOC(=O)c1ccc(NC(=O)c2nc[nH]c2C(=O)NC[C@H](C)O)cc1	7%	1%
CC(Sc1nnc(N)s1)C(=O)NNC(=O)c1cccc(Cl)c1 (stereo not drawn)	8%	4%
O=C(c1ccco1)N1CCN(C(=O)c2ccc(Br)o2)CC1	9%	-4%
O=C(C[C@@H]1C/C=C\CCC(=O)OC[C@@H]2CCCN2C1=O)N[C@H](CO)Cc1ccccc1	6%	-10%

The list goes on:
SMILES	MgcRacGAP inhibition	Dengue-2 NS5 capping	others
C[C@@H]1Cn2cnc(C(=O)Nc3cccc(Cl)c3)c2C(=O)N1	9%	-2%
CCNC(=S)N1CCN(S(=O)(=O)c2ccc(Cl)s2)CC1	5%	7%
COc1ccccc1N1CCN(C(=O)CN(C)S(=O)(=O)c2ccc(C)cc2)CC1	7%	6%
C#CCOCCOCCOCCNc1nc(N2CCN(C(=O)C([C@@H](C)O)n3cc([C@@H](N)CCCCN)nn3)CC2)nc(N2CCN(C(=O)[C@H](CC(N)=O)n3cc([C@@H](N)C(C)C)nn3)CC2)n1 (stereo partly drawn)	14%	1%	Dengue-2 NS5 capping pilot replicate=4.0
CC1CCC(NS(=O)(=O)c2ccc(Cl)s2)CC1 (stereo not drawn)	5%	-4%
NC(=O)C1CCN(C(=O)c2cc(-c3ccc(Cl)cc3)nc3ccccc23)CC1	3%	-2%
O=C(NCC(c1cccs1)N1CCOCC1)c1cc2ccccc2oc1=O (stereo not drawn)	7%	-4%
COc1cc(C(=O)c2ccc3c(c2)OCO3)cc(OC)c1OC	2%	2%
C[C@]12c3[nH]c4ccc(Cl)cc4c3CCN1C(=O)[C@@H](CC(=O)NCCCn1ccnc1)C[C@@H]2C(=O)N1CCCCC1	9%	4%	Dengue-2 NS5 capping pilot replicate=-1.8
Cc1cccc(C)c1NC(=O)CNC(=O)CNC(=O)c1ccc2ccccc2c1	4%	6%
COc1ccc(N=CC2CCCCC2=O)c([N+](=O)[O-])c1 (stereo not drawn)	5%	6%
COc1ccc(C)cc1NC(=O)Cc1csc(NC(=O)Nc2ccccc2OC)n1	16%	-4%
CC(=NNC(=O)c1cc(C)oc1C)c1ccc(Br)s1	5%	-1%
O=CN/C=C/c1cccc(O)c1	12%	3%
O=C1NC[C@H](c2ccccc2)OC(=O)[C@H](Cc2ccc(F)cc2)CC/C=C/C[C@H]1CC(=O)N(CCO)Cc1ccccc1	10%	6%
Cc1nn(C)c(C)c1NC(=O)COc1ccc(F)cc1Br	1%	-4%
O=C(OCc1cn([C@@H]2C[C@H](c3ccccc3)N(C(=O)c3cccs3)C[C@H]2O)nn1)c1ccccc1	18%	4%
C=CCC[C@H](Cc1ccc(F)cc1)C(=O)OC[C@@H](NC(=O)[C@@H](CC=C)CC(=O)N[C@H](CO)Cc1ccccc1)C(C)(C)C	10%	-14%
COc1ccc(CNCCCNCc2ccc(OC)c(OC)c2)cc1OC	8%	-18%
CCOC(=O)C1=C(Nc2ccc(OC)cc2)C(N)=NC1=N	14%	-1%
COc1ccccc1N(C)S(=O)(=O)c1ccc(C(=O)Nc2cc(OC)c(OC)c(OC)c2)cc1	8%	-1%
CCCCn1c(N)c(N(CCOC)C(=O)c2ccc3c(c2)C(=O)N(c2ccccc2Cl)C3=O)c(=O)[nH]c1=O	6%	1%

Among those listed so far, these have a Cl atom.
SMILES	MgcRacGAP inhibition	Dengue-2 NS5 capping	others
Cc1cc(C(=O)NNC(=O)C(C)(C)Oc2ccc(Cl)cc2)c(C)o1	4%	-3%
Cc1nn(CC(C)C)c(Cl)c1C(=O)NCC(C)(C)N1CCOCC1	13%	-8%
O=C(NNc1ccccc1)c1ccc(Cl)c(Cl)c1	-2%	-15%
O=C(NC1CCC1)C1CCC(=O)N(Cc2ccc(Cl)cc2)C1 (stereo not drawn)	19%	4%
Clc1ccc(NN(Cc2ccncc2)c2ccc(Cl)cc2)cc1	9%	-1%
O=C(COC(=O)COc1ccc(Cl)cc1Cl)NC1CC1	12%	1%
COC(=O)[C@]12C(=O)NC[C@H](CN1c1ccc(Cl)c(C)c1)N2C	3%	-2%
CC(Sc1nnc(N)s1)C(=O)NNC(=O)c1cccc(Cl)c1 (stereo not drawn)	8%	4%
C[C@@H]1Cn2cnc(C(=O)Nc3cccc(Cl)c3)c2C(=O)N1	9%	-2%
CCNC(=S)N1CCN(S(=O)(=O)c2ccc(Cl)s2)CC1	5%	7%
CC1CCC(NS(=O)(=O)c2ccc(Cl)s2)CC1 (stereo not drawn)	5%	-4%
NC(=O)C1CCN(C(=O)c2cc(-c3ccc(Cl)cc3)nc3ccccc23)CC1	3%	-2%
C[C@]12c3[nH]c4ccc(Cl)cc4c3CCN1C(=O)[C@@H](CC(=O)NCCCn1ccnc1)C[C@@H]2C(=O)N1CCCCC1	9%	4%	Dengue-2 NS5 capping pilot replicate=-1.8
CCCCn1c(N)c(N(CCOC)C(=O)c2ccc3c(c2)C(=O)N(c2ccccc2Cl)C3=O)c(=O)[nH]c1=O	6%	1%

High-throughput results (PubChem BioAssay)
